From PubChem
D1 agonist: activates the human D1 dopamine receptor; P21728; HEK293 T-REx D1 cells, calcium flux, agonist mode; activation, % at 2 µM; 360,000 tested, 1% active; AID 504660; in the data active = activation above about 30%; also: 0% is about no effect
Target sequence (P21728 whole entry, looked up): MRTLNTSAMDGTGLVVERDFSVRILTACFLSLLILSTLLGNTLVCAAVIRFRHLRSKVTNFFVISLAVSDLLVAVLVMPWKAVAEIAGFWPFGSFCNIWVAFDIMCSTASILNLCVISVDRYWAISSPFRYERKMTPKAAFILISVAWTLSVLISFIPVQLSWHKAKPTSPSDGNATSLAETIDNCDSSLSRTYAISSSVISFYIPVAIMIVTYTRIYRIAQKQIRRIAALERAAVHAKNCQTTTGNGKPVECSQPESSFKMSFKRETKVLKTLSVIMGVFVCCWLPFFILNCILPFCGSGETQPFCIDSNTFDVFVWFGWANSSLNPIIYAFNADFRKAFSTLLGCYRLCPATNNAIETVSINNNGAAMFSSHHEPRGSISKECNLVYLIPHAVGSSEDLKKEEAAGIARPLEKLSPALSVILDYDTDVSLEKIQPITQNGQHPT
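Agonism was scored from calcium flux recorded over 180 s (1 read/s) after pintool compound addition, following a 10-cycle baseline. Cells were inducible force-coupled HEK293 TREx D1, plated overnight at 30 C and loaded with no-wash calcium dye.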
D1 antagonist: human D1 dopamine receptor antagonism. 360,000 tested, 3.2% active. HEK293 TREx D1 cells, calcium flux, dopamine EC80; active compounds read low. activity change, negative = inhibition, % at 10 µM; in the data active = activity change below about -30%; also: % is scaled to controls: 0 for no effect and ±100 for the full control effect
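Cells carrying a force-coupled, tetracycline-inducible human D1 receptor report calcium flux. Each well gets a 10 s baseline, compound with 180 s monitoring, then an EC80 dopamine stimulus with a second 180 s kinetic read.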
RXFP1 ag: RXFP1 (human) receptor agonism | HEK293T-RXFP1 cAMP TR-FRET, 30 min; response scale: percent of porcine relaxin response, buffer zero | Potency, µM (highest dose often 57.5 µM), for inactives: at the top dose activation, most hits filed as activators | 370,000 tested, 0.3% active | AID 2676; also: potency is read from the fitted curve at half-maximal effect; % is scaled to controls: 0 for no effect and ±100 for the full control effect; nearly all actives have a fitted effect of over 60% in size; many of its hits are not listed in these tables
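cAMP rise read by TR-FRET after 30 min, 37C compound exposure (up to 58 uM) in RXFP1-transfected HEK293 cells with Ro 20174 present. EC50 from Hill-equation fits, with 29 nM porcine relaxin as 100% and buffer as basal.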
D2 potentiator: positively modulates the human D2 dopamine receptor allosterically; HEK293 T-REx D2, calcium flux, EC20 dopamine potentiation; potentiation, % at 10 µM; 340,000 tested, 0.34% active; AID 485347;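 active = potentiation over 3 SD above the plate norm, cut at about 30% in these data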; also: 0% is about no effect
Target sequence (P14416 whole entry, looked up): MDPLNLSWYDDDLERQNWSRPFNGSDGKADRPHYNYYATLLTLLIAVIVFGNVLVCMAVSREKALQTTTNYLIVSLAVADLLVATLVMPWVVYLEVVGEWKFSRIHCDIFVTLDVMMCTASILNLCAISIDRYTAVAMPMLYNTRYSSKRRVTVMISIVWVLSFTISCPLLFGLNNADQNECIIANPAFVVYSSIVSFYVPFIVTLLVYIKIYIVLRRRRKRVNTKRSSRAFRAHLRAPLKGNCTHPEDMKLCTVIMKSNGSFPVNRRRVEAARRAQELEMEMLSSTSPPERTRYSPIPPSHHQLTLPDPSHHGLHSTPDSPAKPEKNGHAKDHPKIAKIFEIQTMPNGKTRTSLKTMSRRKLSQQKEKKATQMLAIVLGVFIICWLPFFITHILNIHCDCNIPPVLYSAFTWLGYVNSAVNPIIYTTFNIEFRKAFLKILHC
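Calcium flux readout, no-wash dye, 1 read/s. Inducible HEK293 Trex D2 line, overnight 30 C. Compound alone 180 s (agonist flags), then EC20 dopamine, another 180 s to score potentiation.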
D1 PAM: human D1 dopamine receptor positive modulation; P21728; HEK293 TREx D1 cells, calcium flux, dopamine EC20 potentiation; potentiation, % at 10 µM; 360,000 tested, 0.036% active; in the data active = potentiation above about 30%; also: 0% is about no effect
TRHR ag: agonists of human TRH receptor | TRHR cells, calcium flux fluo-8, FDSS agonist mode | 360,000 tested, 0.18% active | activation, % at 2 µM; in the data active = activation above about 30%; also: 0% is about no effect
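Agonist-mode FDSS calcium read (Ex 480/Em 530, 1 s cycles) in 1536-well TRHR cells with fluo-8 dye, after 10-cycle baseline and 23 nL compound addition; TRH at EC20 (10 nM final) added afterwards for the enhancer phase.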
TRHR PAM: TRH receptor (human) allosteric enhancement. 360,000 tested, 0.66% active. TRHR cells, fluo-8 calcium fluorescence, EC20 TRH enhancement. enhancement, % at 2 µM. P34981; in the data active = enhancement above about 30%; also: 0% is about no effect
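TRHR-expressing cells loaded with fluo-8 calcium dye were read kinetically (ex 480/em 530) during compound addition, then stimulated with an EC20 of TRH (10 nM final). Enhancement of the Gq-mediated intracellular calcium response was scored.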
Anesthetic bind: candidate novel general anesthetic via apoferritin binding; 350,000 tested, 0.074% active; Potency, µM (doses to about 77.5 µM), for inactives: at the top dose activity change, negative = displacement, actives largely listed as inhibitors; P02791; apoferritin/1-aminoanthracene competitive binding, fluorescence; also: potency is read from the fitted curve at half-maximal effect; % is scaled to controls: 0 for no effect and ±100 for the full control effect; nearly all actives have a fitted effect of over 20% in size
Target sequence (P02791 2-175 limits assumed): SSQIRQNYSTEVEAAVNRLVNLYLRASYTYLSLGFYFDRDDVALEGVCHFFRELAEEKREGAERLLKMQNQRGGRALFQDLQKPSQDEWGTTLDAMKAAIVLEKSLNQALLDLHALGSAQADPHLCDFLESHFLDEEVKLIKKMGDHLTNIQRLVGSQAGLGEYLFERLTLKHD
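Concentration-response curves derived by four-parameter Hill fitting of normalized fluorescence, where compounds displaced 1-AMA from 10 uM horse apoferritin following a brief 10 min room-temperature incubation; propofol titration acted as positive control.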
RXFP1 antagonist: RXFP1 (human) relaxin receptor antagonism | Q9HBX9 | activity change, negative = inhibition, % at 57.5 µM | AID 1259400 | HEK293-RXFP1, relaxin-stimulated cAMP HTRF, 30 min; active compounds read low | 350,000 tested, 0.59% active;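 active = activity change of -60% or lower, but not beyond a set lower limit; inconclusive = change between -60% and -40%, or beyond the set limit; inactive = change above -40%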; also: % is scaled to controls: 0 for no effect and ±100 for the full control effect
Active calls of the source: *; ? = inconclusive; . = no result given; [ ] = dose if it differs, or a comment. Unless noted, calls follow the shape of the dose curve; as a rule, active = well fitted curve in the direction sought with a large enough effect; inconclusive = small, poorly fitted or top-dose-only effect, or another doubt; inactive = no such curve, though single readings can be large; an effect the other way counts as inactive or inconclusive.

Values run as follows: D1 agonist	D1 antagonist	RXFP1 ag	D2 potentiator	D1 PAM	TRHR ag	TRHR PAM	Anesthetic bind	RXFP1 antagonist
c1ccc(-n2c(-c3ccco3)nnc2-c2ccco2)cc1
  -1	-14	0.5%	1	-4	-0.4	4	-3%	-11
COC(=O)C(Cc1ccc(OC(=O)c2ccc(C(F)(F)F)cc2)cc1)N1Cc2ccccc2C1=O (stereo not drawn)
  13	-15	-0.3%	6	0	1.0	12	?	-13
CN1C(C(=O)c2ccccc2)=C(NC(=O)c2ccccc2Br)c2ccccc2S1(=O)=O
  -1	-5	0.3%	9	0	-0.1	-8	0%	3
COC(=O)N/N=C(\C)c1ccc(OC(F)F)cc1
  -1	-1	2.0%	0	1	-1.1	0	0%	3
Cc1ccccc1OCC(=O)OCC(=O)Nc1cc(C(F)(F)F)ccc1N1CCOCC1
  3	6	-2.0%	-6	-9	1.0	-2	-14%	-11
Cc1ccc(C(=O)c2c[nH]c(C(=O)NCCCN3CCOCC3)c2)cc1
  5	3	-0.2%	0	1	-0.2	4	-8%	-20
Cc1nc(NCCOc2ccccc2)sc1C(=O)Nc1ccccc1
  0	7	7.5%	2	-5	-0.5	4	-11%	7
O=C(NCCn1cccc1)c1cccc2ccccc12
  0	-11	-1.1%	4	3	0.1	-11	-7%	-18
O=C(O)c1ccc(-c2ccc(Cl)cc2Cl)o1
  1	-2	0.7%	4	2	0.5	-4	-19%	-19
Cc1cc(NC(=O)COc2c(C)cccc2C)no1
  1	-1	0.6%	-15	-6	0.5	13	-8%	15
COc1ccc(NC(=O)c2c(-c3ccccc3)c(-c3ccccc3)nn(C)c2=O)cc1OC
  2	15	-1.0%	-2	-1	-0.8	-2	-11%	-30
CC1(C(=O)NC2CCCCCCC2)CCC(=O)N1Cc1cccnc1 (stereo not drawn)
  3	-2	0.8%	-3	4	0.0	-1	-7%	23
COc1ccc(Cl)cc1NC(=O)CSc1nccn1-c1ccc(Cl)cc1
  1	-9	-0.2%	-2	-4	0.1	0	-1%	-5
Cc1cc(C)cc(NC(=O)Cn2c3ncccc3c(=O)n2-c2ccc(C)c(C)c2)c1
  3	14	2.3%	-8	2	0.2	8	100%[activator]	-14
COCCNC(=O)CCc1ccc(S(=O)(=O)Nc2ccc(C)cc2)cc1
  2	-4	-1.1%	-8	-7	0.3	-4	-4%	7

New compounds follow:
Values run as follows: D1 agonist	D1 antagonist	RXFP1 ag	D2 potentiator	D1 PAM	TRHR ag	TRHR PAM	Anesthetic bind	RXFP1 antagonist
COC(c1ccccc1)c1nnc(CCC(=O)N(C)Cc2cccc(-n3cccn3)c2)o1 (stereo not drawn)
  2	-7	-2.0%	-8	-9	-2.0	-4	-6%	17
Cc1snc(S(=O)(=O)/C(C#N)=N\Nc2ccccc2)c1C#N
  0	7	0.9%	10	1	-0.2	3	?	-10
Cc1ccc(CNC(=O)Cn2cc(S(=O)(=O)Cc3cccc(Cl)c3)c3ccccc32)cc1
  6	-3	0.5%	2	2	0.4	-4	-12%	-12
N#Cc1ccc(-c2ccc(OCC(O)CN3CCOCC3)cc2)cc1 (stereo not drawn)
  10	-12	-0.1%	-4	2	0.7	20	-8%	-7
CC1CCN(C(=O)c2cc(-c3ccc(Cl)c(Cl)c3)on2)CC1
  1	-3	1.9%	-4	1	1.2	-1	-8%	12
CCOc1ccc(/C=C2/Sc3ccc(C(=O)N4CCOCC4)cc3N(C)C2=O)cc1OC
  6	-22	-1.6%	3	1	-1.2	14	-16%	2
Cc1ccc2[nH]c(=O)c(CN(CC3CCCO3)C(=S)Nc3ccccc3)cc2c1 (stereo not drawn)
  0	13	0.1%	6	0	-0.1	-5	-4%	0
COc1ccc(Nc2ncc(C(=O)Nc3ccc(F)cc3F)c3ccccc23)cc1
  4	-26	2.2%	24	1	-0.5	-3	245%[activator]	.
Cc1nc(-c2ccc(C(=O)Nc3ccccc3F)cc2)cs1
  1	4	5.7%	-9	-5	1.0	-4	-4%	-33
Cc1cc(C)n2nc(SCC(=O)c3cc(C)n(-c4cc(C)on4)c3C)nc2n1
  10	3	3.2%	20	-5	-0.3	2	?	5
O=C(NCC1CCCC(CNC(=O)Nc2ccc(Cl)cn2)C1)Nc1ccc(Cl)cn1 (stereo not drawn)
  1	0	1.3%	-4	4	0.6	18	-16%	-20
COc1cc(C(=O)NCCC(=O)NC(C)CCc2ccccc2)cc(OC)c1OC (stereo not drawn)
  3	20	-0.3%	33*	2	0.1	-2	-6%	-6
CCCOCCOC(=O)c1[nH]c2c(c1C)C(=O)CC(c1cc(OC)ccc1OC)C2 (stereo not drawn)
  3	-4	1.2%	-6	3	0.0	-3	2%	-11
CCCc1nc2c([nH]1)C(c1cccnc1)C(C#N)=C(N)O2 (stereo not drawn)
  3	-2	5.7%	-10	-7	0.0	-5	6%	.
COc1cc(/C=C/C(=O)O)cc(S(=O)(=O)NC2CCCC2)c1OC
  1	3	-0.8%	-2	-2	-0.4	-4	-10%	-3

(listing goes on)
Values run as follows: D1 agonist	D1 antagonist	RXFP1 ag	D2 potentiator	D1 PAM	TRHR ag	TRHR PAM	Anesthetic bind	RXFP1 antagonist
Cc1c(/C=N/NC(=O)C(C)(C)Oc2ccc(Cl)cc2)cnn1C
  -2	1	-2.1%	0	-2	-0.6	1	-2%	-1
CCOC(=O)c1sc(NC(=O)c2cc(CC)on2)c(C(=O)OCC)c1C
  2	5	6.5%	2	1	0.3	-1	-4%	8
CC(=O)c1cccc(OCCCOc2cccc3cccnc23)c1
  4	-6	3.6%	4	-4	-0.7	0	-17%	-20
O=C(Oc1cccc(Br)c1)c1cccnc1
  2	2	-3.0%	-5	-2	-0.9	1	-23%	-9
NC(=O)[C@H](Cc1cc2ccccc2s1)NC(=O)[C@@H]1CC2(CC(c3cccc(NC(=O)[C@@H]4CCC(=O)N4)c3)=NO2)CN1C(=O)/C=C/c1c(F)cccc1Cl (stereo partly drawn)
  2	6	0.4%	1	6	0.4	6	?	.
COc1ccccc1NC1=C(Cl)C(=O)N(C2CCCCC2)C1=O
  1	-88*	0.9%	-2	-2	0.0	46*	-24%	-18
COc1ccccc1N1CCN(C2CCN(S(=O)(=O)c3ccc4ccccc4c3)CC2)CC1
  1	6	0.2%	-19	-7	0.9	1	?	11
Cn1cc(C(=O)NS(=O)(=O)Nc2ccc(Br)cc2)c2ccccc21
  1	-17	1.8%	8	-3	-0.2	-1	-17%	6
COC(=O)Cn1c(=NC(=O)c2cc(OC)c(OC)c(OC)c2)sc2cc(OC)ccc21
  0	8	5.7%	-14	-6	-0.2	6	-7%	3
COc1cc2[nH]c(=O)n(CCCC(=O)NCc3ccc(Cl)cc3)c(=O)c2cc1OC
  3	0	4.0%	-5	1	-0.3	4	0%	.
COc1ccc(CNC(=O)Cn2ccc3cc(S(=O)(=O)N4CCCCC4)ccc32)cc1OC
  2	-5	0.0%	-7	-1	-0.2	-4	4%	-3
CCOC(=O)c1c(C)nc2c(c(SC)nn2-c2ccccc2)c1N
  2	-7	3.1%	8	-1	1.2	2	-6%	-19
COc1ccccc1C(CNC(=O)c1cccc(NS(=O)(=O)c2ccc(Br)cc2)c1)N(C)C (stereo not drawn)
  10	21	-1.3%	-23	0	1.1	1	.	-15
N#Cc1ccc(-c2ccc(F)cc2)nc1SCC(=O)Nc1sc2c(c1C#N)CCC2
  5	4	?	1	-6	1.2	-3	-16%	-1
COc1cc2c(cc1OC)C1O[C@](c3ccsc3)(C2)OC2=C1C(=O)OC1(CCCCC1)C2
  2	8	2.8%[11.5 µM]	.	-2	-0.4	-10	-10%[15.3 µM]	.

Reprinted from the part before: four compounds; new compounds follow.
Values run as follows: D1 agonist	D1 antagonist	RXFP1 ag	D2 potentiator	D1 PAM	TRHR ag	TRHR PAM	Anesthetic bind	RXFP1 antagonist
CCOC(=O)c1c(C)nc2c(c(SC)nn2-c2ccccc2)c1N
  2	-7	3.1%	8	-1	1.2	2	-6%	-19
COc1ccccc1C(CNC(=O)c1cccc(NS(=O)(=O)c2ccc(Br)cc2)c1)N(C)C (stereo not drawn)
  10	21	-1.3%	-23	0	1.1	1	.	-15
N#Cc1ccc(-c2ccc(F)cc2)nc1SCC(=O)Nc1sc2c(c1C#N)CCC2
  5	4	?	1	-6	1.2	-3	-16%	-1
COc1cc2c(cc1OC)C1O[C@](c3ccsc3)(C2)OC2=C1C(=O)OC1(CCCCC1)C2
  2	8	2.8%[11.5 µM]	.	-2	-0.4	-10	-10%[15.3 µM]	.
CC(Sc1nncn1C)C(=O)Nc1nnc(C(C)C)s1 (stereo not drawn)
  3	-8	-0.4%	-7	-9	0.8	3	9%	-3
Cc1ccc(/C=C/c2nc3ccccc3c(=O)n2CCc2ccccc2)cc1
  4	41	0.9%	.	-2	1.2	3	-9%	-2
CN(C)c1ccc(-c2nc(-c3cc4cc(Cl)ccc4oc3=O)cs2)cc1
  1	3	4.1%	12	-2	0.4	4	-4%	1
CCCCN(CC)CCCNC(=O)Nc1sc2nc3n(c(=O)c2c1C)CCC(C)CC3 (stereo not drawn)
  -1	-9	11%	3	-3	-0.4	8	25%	-10
COC(=O)c1ccc(Nc2nc(N3CCOCC3)nc(N3CCOCC3)n2)cc1
  2	-2	0.0%	1	-2	-0.2	1	-5%	22
Cc1nc2ccc(Cl)cc2c(-c2ccccc2Cl)c1CC(=O)O
  10	10	4.2%	2	-1	-0.4	-10	-3%	5
CCCCOC(=O)CSc1nc2c(c(=O)[nH]c(=O)n2C)n1C/C=C(\C)Cl
  2	-22	-0.7%	5	5	-0.4	-3	-12%	4
Cc1cccc(C)c1OCC(=O)N=Nc1c(O)[nH]c2ccc(Br)cc12
  1	15	-0.6%	.	-4	0.1	3	4%	-2
Cc1ccc(NC(=O)Cn2nc(C)c(S(=O)(=O)N(C)C)c2C)cc1
  1	-8	0.7%	2	-4	-0.5	-3	-5%	6
NC(=O)C1(NC(=O)[C@@H]2CC3(CC(c4cccc(NC(=O)[C@@H]5CCC(=O)N5)c4)=NO3)CN2C(=O)c2cnccn2)CC1 (stereo partly drawn)
  4	-5	2.7%	0	3	0.1	-5	-4%	.
Cn1c(SCC(=O)N2CCCC2)nnc1-c1ccc(S(=O)(=O)N2CCCC2)cc1
  1	15	3.0%	7	-4	0.0	5	-8%	-10
Cc1ccccc1CSc1nc2ccccc2c(=O)[nH]1
  3	-14	5.0%	5	-4	0.0	-4	-5%	-11
Cc1cccc(NC(=O)N2CCCC2C(=O)Nc2ccccc2)c1 (stereo not drawn)
  -1	-11	-1.0%	1	-3	0.1	1	-3%	-8

The list is partial, so the mix of outcomes need not match the whole.
